# Screening results: PubChem BioAssay, The Scripps Research Institute Molecular Screening Center
# FBW7 activator: human FBW7 E3 ligase activation, primary screen; hit rate 0.13% among 650,000; AlphaScreen FBW7–phospho-cyclin E peptide binding, activator screen; normalized activity (activation), % at 26.1 µM; in the data active means normalized activity above about 1.9%;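 further: purified mutant Fbw7 with reduced substrate affinity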
# Target sequence (Q969H0 whole entry, looked up): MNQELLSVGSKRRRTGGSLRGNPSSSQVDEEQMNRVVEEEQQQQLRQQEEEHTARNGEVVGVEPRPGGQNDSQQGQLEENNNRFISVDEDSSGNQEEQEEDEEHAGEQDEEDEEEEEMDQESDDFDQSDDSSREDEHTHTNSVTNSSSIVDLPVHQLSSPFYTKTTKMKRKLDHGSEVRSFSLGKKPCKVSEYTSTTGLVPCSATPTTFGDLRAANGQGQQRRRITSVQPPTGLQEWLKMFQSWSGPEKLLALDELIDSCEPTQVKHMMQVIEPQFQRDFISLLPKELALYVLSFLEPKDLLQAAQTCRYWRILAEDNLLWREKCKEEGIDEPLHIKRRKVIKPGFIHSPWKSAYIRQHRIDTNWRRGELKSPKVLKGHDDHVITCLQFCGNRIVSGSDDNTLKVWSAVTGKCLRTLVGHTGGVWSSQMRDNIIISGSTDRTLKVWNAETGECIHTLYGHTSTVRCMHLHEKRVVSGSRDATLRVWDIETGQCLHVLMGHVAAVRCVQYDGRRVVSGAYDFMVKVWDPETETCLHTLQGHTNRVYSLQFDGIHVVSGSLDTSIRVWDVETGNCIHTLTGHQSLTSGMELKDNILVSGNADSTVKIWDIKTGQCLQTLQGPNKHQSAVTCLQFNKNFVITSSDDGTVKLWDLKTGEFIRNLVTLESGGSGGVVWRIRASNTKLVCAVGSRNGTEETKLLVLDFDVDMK
# GPR151 ag: activates the human receptor GPR151; Q8TDV0; PathHunter beta-arrestin GPR151 cells, luminescence; activation, % at 11.2 µM; hit rate 1% among 650,000; AID 1508602; in the data active means activation above about 4.9%;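 further: 0% = median of compound wells and 100% = cells with positive control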
# TEAD-YAP inh: TEAD-YAP interaction inhibition | hit rate 1.4% among 640,000 | inhibition, % at 9.12 µM | HEK-TIYL cells, TEAD-Gal4/YAP UAS-luciferase luminescence; in the data active means inhibition above about 32%;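 further: 0% = median of test compound wells and 100% = reference inhibitor wells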
# MITF primary: human MITF inhibition, primary screen; AlphaScreen MITF homodimerization, bead proximity signal; inhibition, % at 2.6 µM; hit rate 0.91% among 650,000; in the data active means inhibition above about 50%;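 further: 0% = vehicle wells with protein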
# An asterisk follows results filed as active; x = not tested or not shown.
1) COc1ccc(-c2nnc(SCC(=O)Nc3ccc(F)cc3)nc2-c2ccc(OC)cc2)cc1
2) COc1ccc(CN2CCNC(=O)C2CC(=O)N2CCN(CC3CC3)CC2)cc1OC (centres undefined)
3) O=C(Nc1ccc(-c2nc3cc(NC(=O)c4ccccc4F)ccc3o2)cc1)c1ccccc1F
4) COc1cc(/C=N\n2c(-c3ccccc3)n[nH]c2=S)cc(OC)c1OC(C)=O
5) CCOc1ccc(C2CC(c3ccccc3O)=NN2)cc1 (centres undefined)
6) COCCCNc1nc2c(c(=O)n(C)c(=O)n2C)n1Cc1cccc(F)c1
Compound	1	2	3	4	5	6
FBW7 activator	0.1	-0.2	0.1	-0.1	-0.1	1.7
GPR151 ag	-0.6	-0.9	0.0	0.4	0.8	0.3
TEAD-YAP inh	0	-4	-4	-2	-22	1
MITF primary	7	-1	-8	8	-2	4

7) COc1ccc(C(=O)Nn2c(SCC(=O)NC3CCCC3)nc3ccccc3c2=O)cc1
8) COc1ccc(NC(=O)Cn2nnc(-c3ccccc3NC(=O)c3ccccc3F)n2)cc1
9) Cc1ccc(NC(=O)C2CCCN2C(=O)OC(C)(C)C)cc1 (centres undefined)
10) CCCSc1nc(N)c(C#N)c(-c2ccccc2)c1C#N
11) Cc1ncn(-c2ccc(Nc3nccc(N4CC(NC(=O)OC(C)(C)C)C4)n3)cc2)n1
12) Cc1ccccc1CS(=O)(=O)CC1Nc2ccc(C(=O)NCc3ccccc3Cl)cc2NC1=O (centres undefined)
Compound	7	8	9	10	11	12
FBW7 activator	0.0	0.4	0.0	0.4	-0.1	-0.1
GPR151 ag	-0.4	0.2	-1.9	-1.1	2.0	-0.3
TEAD-YAP inh	79*	0	0	-1	15	5
MITF primary	-1	13	-5	1	1	20

13) CCOc1ccccc1Nc1nc(-c2c(C)nc3ncccn23)cs1
14) Cc1cccn2c(=O)c(/C=C3/SC(=S)N(CC(=O)O)C3=O)c(NCC(C)C)nc12
15) Cc1c(CN2CCN(CCCc3ccccc3)C(CCO)C2)cnn1C (centres undefined)
16) Cc1ccc(NC(=O)CSc2nnc(-c3ccco3)o2)cc1Br
17) O=C(CCc1nnc(CCc2ccccc2)o1)N1CCC(c2ccncc2)CC1
18) CSc1ccc(NC(=O)Nc2c(C)n(-c3ccccc3)c(=O)n2C)cc1
Compound	13	14	15	16	17	18
FBW7 activator	-0.1	-0.1	0.3	-0.1	0.3	0.1
GPR151 ag	-0.1	-1.1	0.0	1.3	-3.2	6.5*
TEAD-YAP inh	10	9	-8	-1	5	8
MITF primary	-9	-4	15	-6	2	7

# Some of these compounds in order of molar mass, ascending.
15) Cc1c(CN2CCN(CCCc3ccccc3)C(CCO)C2)cnn1C (centres undefined)
18) CSc1ccc(NC(=O)Nc2c(C)n(-c3ccccc3)c(=O)n2C)cc1
16) Cc1ccc(NC(=O)CSc2nnc(-c3ccco3)o2)cc1Br
Compound	15	18	16
FBW7 activator	0.3	0.1	-0.1
GPR151 ag	0.0	6.5*	1.3
TEAD-YAP inh	-8	8	-1
MITF primary	15	7	-6

# (further entries)
19) O=C(Nc1ccc(Br)cc1F)N1CCC(CN2CCOCC2)CC1
20) COc1ccc(C(=O)NNC(=O)OC(C)(C)C)cc1
21) COc1ccc(C(=O)NCC(=O)N/N=C/c2ccc(Br)cc2)cc1OC
22) Cc1nc2c(c(=O)[nH]1)CCN(Cc1ccc(N(C)C)cc1)C2
23) COc1ccc(CCNC(=O)c2cccc(Nc3cnccn3)c2)cc1
24) CC(C)[C@H]1NC(=O)[C@H]2CN(C(=O)c3cccs3)CCN2C1=O
Compound	19	20	21	22	23	24
FBW7 activator	-0.1	0.5	0.1	0.0	0.2	0.1
GPR151 ag	-2.8	-1.6	1.9	0.1	-0.4	1.0
TEAD-YAP inh	-10	-5	-4	2	-4	-2
MITF primary	-11	-10	6	-5	3	-14

25) CCC(C)(C)NC(=O)/C=C/c1ccccc1[N+](=O)[O-]
26) O=c1cc(CN2CCN(CC3CCCCC3)C(CCO)C2)[nH]c2ccccc12 (centres undefined)
27) C/C(=C\c1ccccc1)CN1CCc2nnc(CNC(=O)COc3ccccc3)n2CC1
28) CC(=O)c1c(-c2ccccc2)c2ccccc2[nH]c1=O
29) CCCCCOCC1CC2(CC(C)(c3csc(Nc4ccccc4)n3)OC2=O)C(=O)O1 (centres undefined)
30) C=CCNC(=O)C(C)N(c1ccc(C)cc1)S(C)(=O)=O (centres undefined)
Compound	25	26	27	28	29	30
FBW7 activator	-0.1	0.0	0.0	0.0	-0.1	-0.1
GPR151 ag	0.9	-0.1	0.6	0.2	0.9	-1.6
TEAD-YAP inh	-9	-4	6	11	8	5
MITF primary	-1	14	-6	4	7	0

31) Cc1ccc(C(=O)NN(c2ccccc2)c2ccccc2)cc1
32) Cc1c(C(=O)c2ccccc2)c(N)c(-c2ccccc2)n1Cc1ccc(Cl)cc1
33) Cc1ccc(/C(N)=N/OC(=O)CN(C)S(=O)(=O)c2ccc3ccccc3c2)cc1
34) O=C(CNS(=O)(=O)c1cccs1)N1CCC(Cc2ccccc2)CC1
35) CC(CCc1ccccc1)N1CCN(S(C)(=O)=O)CC1 (centres undefined)
36) CCN(CC)C1CCN(Cc2c(C(=O)N3CCOCC3)nc3c(C)cccn23)C1 (centres undefined)
Compound	31	32	33	34	35	36
FBW7 activator	0.0	x	0.1	-0.1	0.1	-0.2
GPR151 ag	-2.0	0.7	-0.2	-0.4	-1.5	0.4
TEAD-YAP inh	-5	x	-11	6	-2	-2
MITF primary	12	-4	2	20	40	-25

# Other entries:
no.	canonical_smiles	FBW7 activator	GPR151 ag	TEAD-YAP inh	MITF primary
37	Cc1cc(NC(=S)N(CCN2CCOCC2)Cc2ccccc2F)ccc1Cl	-0.2	-0.8	-14	-1
38	C=CCN1C(=O)C(O)(CC(=O)c2ccccc2O)c2cc(Br)ccc21 (centres undefined)	-0.1	1.1	18	1
39	COc1ccc2nc(NCCCNC(=O)Nc3ccc(F)cc3F)c(C#N)cc2c1	-0.1	-1.2	-4	-24
40	CC(C)(C)NC(=O)Cn1cnc2cc([N+](=O)[O-])ccc2c1=O	0.2	0.8	9	0
41	Cc1cccc(OCc2nc(-c3ccc(NC(=O)c4cccs4)cc3)no2)c1C	0.2	-1.7	-63	7
42	Cc1ccc(OCC(=O)Nc2ccc(-c3nc4cc(C)ccc4o3)cc2)cc1	-0.1	-2.0	-42	0
43	CCCS(=O)(=O)N1CCC(CCCc2ccccc2)(C(=O)OCC)CC1	-0.1	-1.0	2	-5
44	CCOC(=O)c1c(NC(=O)c2ccc([N+](=O)[O-])cc2Cl)sc2c1CCCCC2	0.5	0.1	-2	14
45	Cc1cc(Nc2ccc(OCCN3CCCCC3)cc2)nc(-c2cccc(OC(F)(F)F)c2)n1	0.1	-1.0	-4	11
46	Cc1cccc(N(C(=O)Nc2ccc(Cl)cc2)C2=NCC(C)S2)n1 (centres undefined)	0.4	0.7	-29	17
47	COC(=O)C1=C(c2ccccc2)S/C(=C2/C(=S)C(C)(C)N(C(C)=O)c3c(C)cc(C)cc32)S1	-0.3	1.5	-22	2
48	Cc1ccc(NC(=O)CN(c2c(C)cccc2C)S(C)(=O)=O)cc1	0.5	-1.3	-5	15
49	Cc1nc2c(C(=O)NCc3ccccc3)cnn2c(C)c1Cc1cccc(Br)c1	-0.1	2.9	7	0
50	O=[N+]([O-])c1ccccc1CNc1ccc(F)c(F)c1	-0.2	1.4	-10	6
51	C/C(=C\C(=O)c1ccc(Cl)cc1)NCC(c1cccs1)N1CCOCC1 (centres undefined)	-0.2	0.3	8	-2
52	Nc1c(C(=O)Nc2ccc(F)cc2)sc2nc3c(c(-c4cccs4)c12)CCC3	0.7	2.5	24	7
53	O=C(NC1CCN(C(=O)Nc2ccccc2)CC1)C1CCCCC1	0.0	0.6	5	-1
54	O=C(NCCCn1ccnc1)C(=O)NC1CCCCC1	0.1	1.1	-6	-1
55	CCOc1ccc(C2C(C(N)=O)=C(C)Nc3nc(-c4cccc(C)c4)nn32)cc1 (centres undefined)	-0.1	-0.4	3	7
56	Cc1ccc(Nc2nnc(C)c(=O)[nH]2)cc1C	0.0	4.7	1	14
57	COc1ccc(C(=O)Oc2ccc(/C=N/NC(=O)c3cccc(O)c3)cc2)cc1	0.0	-3.5	14	9
58	CC1=CCC2(CC1)COC(C(C)C)OC2 (centres undefined)	0.1	1.0	1	-9
59	Cc1ccc(C(=O)c2cc(Cl)c(C(=O)c3ccc(C)cc3)cc2Cl)cc1	-0.2	3.5	5	6
60	CC1CCc2c(nc3ncnn3c2NCCN(C)C)C1 (centres undefined)	0.6	0.7	2	26
61	CC(=O)c1ccccc1Oc1ncnc(N)c1[N+](=O)[O-]	0.0	2.1	-2	-4
62	O=C1C2C(C(=O)N1Cc1cccnc1)C1C=CC2C12CC2 (centres undefined)	0.4	-0.7	13	5
63	O=C1CCCN1c1cccc2ccccc12	0.1	-0.2	0	6
64	O=C(Nc1c(-c2ccccc2)nc2c(Br)cc(Br)cn12)c1ccco1	-0.1	-0.2	2	6
65	O=C(NC(=S)Nc1ccc(I)cn1)c1ccc2c(c1)OCCO2	-0.2	2.4	12	8
66	CCOc1ccccc1NC(=O)Nc1ccc(OC)nc1	-0.3	0.5	-11	-8
67	CC1CN(C(=O)CCC(=O)O)c2ccccc2O1 (centres undefined)	-0.1	-1.0	-4	4
68	O=C(c1ccc(COc2ccc(I)cc2)o1)N1CCCC1	0.0	-0.9	-27	-16
69	CCCCN(CC)C(=O)c1c[nH]c2ccc(S(=O)(=O)N(CC)c3ccccc3)cc2c1=O	-0.1	0.0	7	8
70	N#C/C(=C\c1ccco1)C(=O)Nc1ccccc1	0.1	0.1	-48	8
71	Cc1ccc(C(=O)Oc2ccc(C3Oc4ccccc4C4CC(c5ccc(Br)cc5)=NN43)cc2)cc1 (centres undefined)	0.3	-1.6	-20	21
72	COC(=O)C1=CN(C(C)C)C=C(C(=O)OC)C1c1cc(OC)c(OC)c(OC)c1	0.1	-0.1	5	-4
73	O=c1cc(-c2ccccc2[N+](=O)[O-])oc2ccccc12	-0.4	-0.3	32	-2
74	C=CCNC(=O)[C@H]1C=CCN1S(=O)(=O)CC	0.2	-0.3	-1	4
75	CCSc1nc2sc3c(c2c(=O)n1-c1ccccc1)CCN(C)C3	-0.1	-1.5	4	10
76	O=C(NCC(c1ccco1)N1CCOCC1)c1cc(-c2ccccc2)on1 (centres undefined)	0.1	1.9	-6	1
77	O=C(CCc1ccccc1)NN1C(=O)CCC1=O	-0.3	0.3	-2	-2
78	CCCCCCCc1nn2c(N)c(/C=C3\C=Nc4ccccc43)c(=O)nc2s1	0.1	-0.6	-3	9
79	O=C(N/N=C\c1ccc(-c2cccc([N+](=O)[O-])c2)o1)C(=O)Nc1cccc(C(F)(F)F)c1	0.0	0.7	10	2
80	N#Cc1cccc(NC(=O)c2ccc3c(c2)OCO3)c1	0.0	-2.5	-43	3

# Among those listed so far, 12 have an aryl methoxy group:
no.	canonical_smiles	FBW7 activator	GPR151 ag	TEAD-YAP inh	MITF primary
1	COc1ccc(-c2nnc(SCC(=O)Nc3ccc(F)cc3)nc2-c2ccc(OC)cc2)cc1	0.1	-0.6	0	7
2	COc1ccc(CN2CCNC(=O)C2CC(=O)N2CCN(CC3CC3)CC2)cc1OC (centres undefined)	-0.2	-0.9	-4	-1
4	COc1cc(/C=N\n2c(-c3ccccc3)n[nH]c2=S)cc(OC)c1OC(C)=O	-0.1	0.4	-2	8
7	COc1ccc(C(=O)Nn2c(SCC(=O)NC3CCCC3)nc3ccccc3c2=O)cc1	0.0	-0.4	79*	-1
8	COc1ccc(NC(=O)Cn2nnc(-c3ccccc3NC(=O)c3ccccc3F)n2)cc1	0.4	0.2	0	13
20	COc1ccc(C(=O)NNC(=O)OC(C)(C)C)cc1	0.5	-1.6	-5	-10
21	COc1ccc(C(=O)NCC(=O)N/N=C/c2ccc(Br)cc2)cc1OC	0.1	1.9	-4	6
23	COc1ccc(CCNC(=O)c2cccc(Nc3cnccn3)c2)cc1	0.2	-0.4	-4	3
39	COc1ccc2nc(NCCCNC(=O)Nc3ccc(F)cc3F)c(C#N)cc2c1	-0.1	-1.2	-4	-24
57	COc1ccc(C(=O)Oc2ccc(/C=N/NC(=O)c3cccc(O)c3)cc2)cc1	0.0	-3.5	14	9
66	CCOc1ccccc1NC(=O)Nc1ccc(OC)nc1	-0.3	0.5	-11	-8
72	COC(=O)C1=CN(C(C)C)C=C(C(=O)OC)C1c1cc(OC)c(OC)c(OC)c1	0.1	-0.1	5	-4
